# High-throughput results as filed in PubChem.
# Spn PMK inh – S. pneumoniae PMK inhibition; purified PMK, PK/LDH-coupled NADH absorbance 340 nm; inhibition, % at 10 µM; actives 0.49% (n = 65,000); AID 539;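 active = top-ranked compounds by inhibition in the single 10 µM screen, taking a fixed number of the strongest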;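 note: 0% = full reaction with DMSO carrier and 100% = background rate without enzyme reaction; no value below 0 was filed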
# TNAP inhibition – inhibition of tissue-nonspecific alkaline phosphatase – biochemical, luminescent (AID 518); purified TNAP enzyme, luminescent substrate readout; higher % means a stronger effect; inhibition, % at 20 µM; hits with a dose series show IC50 in µM; actives 0.09% (n = 64,000); in the data active = a potency from the dose series; inactive = the rest, 99 in 100 with inhibition below about 22%;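 note: plate controls were vehicle for no effect and reference inhibitor for full effect; many of its hits are not listed in these tables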
# HPDE-C7 cytotoxicity – cytotoxicity in HPDE-C7 cells, cell-based, fluorescence, HTS (AID 430); cytotoxicity, % at 10 µM, or EC50 in µM where a hit was titrated; actives 1.8% (n = 63,000); HPDE-C7 pancreatic duct cells viability, fluorescence; higher % means a stronger effect;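 note: cells exposed to compound for 48 hours before viability readout; 0% = vehicle and 100% = reference cytotoxic drug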
# HT1080 cytotoxicity – cytotoxicity in HT1080 fibrosarcoma cells, cell-based, fluorescence readout (AID 620). cytotoxicity, % at 10 µM, or EC50 in µM where a hit was titrated. actives 0.42% (n = 87,000). HT1080 viability, fluorescence; higher % means a stronger effect;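 note: cells exposed to compound overnight then 4 h with Alamar Blue; 0% = vehicle DMSO and 100% = killing control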
# MK inhibit – blocks S. pneumoniae mevalonate kinase; purified MK, PK/LDH-coupled NADH absorbance 340 nm; inhibition, % at 10 µM; actives 0.48% (n = 65,000); AID 555;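 active = ranked among the strongest by inhibition in the single 10 µM screen, a fixed top-ranked set picked for dose follow-up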; note: no value below 0 was filed
# KRASV12 cytotoxicity – viability loss of HPDE-C7K cells – cell-based, fluorescence, HTS, primary screen (AID 431) | HPDE-C7K KRASV12 cells, Alamar Blue viability, 48 h; higher % means a stronger effect | one-dose cytotoxicity, % at 10 µM; EC50 in µM for titrated hits | actives 1.7% (n = 63,000);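 active = compounds whose percent cytotoxicity in the single-dose primary screen, scaled between solvent and toxic-drug controls, exceeds 50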;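 note: 0% = DMSO solvent wells and 100% = doxorubicin-treated wells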
# DPM-DC inhibit – inhibitors of Streptococcus pneumoniae diphosphomevalonate decarboxylase. purified DPM-DC, PK/LDH coupled NADH fluorescence. AID 556. calls only at 10 µM. actives 0.49% (n = 65,000);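 active = the 320 compounds with the highest percent inhibition in the single-dose primary screen, excluding strongly autofluorescent ones, cut at about 32% in these data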;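 note: kinetic rate of NADH fluorescence loss reporting ADP formed by the decarboxylase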
# Bfl-1 displacement – Bfl-1 inhibitors, primary screen, biochemical, fluorescence polarization, FITC-Bid, mouse (AID 432). FITC-Bid BH3 peptide fluorescence polarization displacement; higher % means a stronger effect. actives 0.02% (n = 64,000). displacement, % at 20 µM, or IC50 in µM where a hit was titrated; in the data active = a potency from the dose series; inactive = the rest, 99 in 100 with displacement below about 15%; note: strong numbers were not always called active
# LYP inhibition – LYP phosphatase inhibitors, primary screen, biochemical, DiFMUP fluorescence, recombinant catalytic domain, 10 µM (AID 606). 52,000 tested, under 10 active. recombinant LYP catalytic domain, DiFMUP fluorescence; higher % means a stronger effect. inhibition, % at 10 µM; hits with a dose series show IC50 in µM;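 active = IC50 under 40 µM in the dose-response test; inactive = IC50 of 40 µM or more, or never dose-tested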
# Spn PMK inh pilot replicates – further read-out of Spn PMK inh, marked with its call; inhibition, %; measured here: pilot screen replicates
# MK inhibit pilot replicates – recorded beside MK inhibit, whose call it bears; inhibition, %; measured here: pilot screen replicates
# DPM-DC inhibit pilot screen % – second read-out of DPM-DC inhibit, no call of its own (marks repeat the call); inhibition, %; measured here: pilot screen trials
# * = called active by the depositor; i = inactive; x = not tested or not shown. Cut-off read from the data, not from the text of the source, unless noted: active = cytotoxicity above about 50%; inactive = the rest. An unsorted share of the library. Share with any hit: about 3.4%.
SMILES,Spn PMK inh,TNAP inhibition,HPDE-C7 cytotoxicity,HT1080 cytotoxicity,MK inhibit,KRASV12 cytotoxicity,DPM-DC inhibit,Bfl-1 displacement,LYP inhibition,others
O=C1OCCC1Sc1nnc(-c2ccc(Br)cc2)o1 (stereo unspecified),3,15%,0%,3%,5,-6%,i,12%,8%,
N#Cc1ccccc1Sc1ccccc1C(=O)OCC(=O)N1CCN(C(=O)c2ccco2)CC1,9,6%,7%,-5%,0,1%,i,-11%,3%,
CC(=O)c1cc(-c2ccccc2)n(CC(=O)N2CCN(C3CCCC3)CC2)c1C,16,14%,-22%,4%,9,4%,i,4%,11%,Spn PMK inh pilot replicates=1.5;MK inhibit pilot replicates=1.0;DPM-DC inhibit pilot screen %=3.5
CC(C)=CCC(C)(C)CNC(=O)NC1CCCCC1,8,8%,-6%,-20%,5,-15%,i,-8%,-6%,
O=C1C(=O)N(CCN2CCOCC2)C(c2ccncc2)/C1=C(/O)c1ccc2c(c1)OCO2 (stereo unspecified),0,1%,-1%,-2%,79*,3%,i,0%,-3%,
Cn1c(/C=N/n2cnnc2)nc2ccccc21,7,23%,4%,3%,6,5%,x,2%,10%,Spn PMK inh pilot replicates=1.5;MK inhibit pilot replicates=2.0
O=S(=O)(Nc1ccc2c(c1)nc1n2CCN(Cc2ccccc2)C1)c1ccccc1,4,10%,3%,18%,4,1%,i,2%,3%,
Cc1cc(C)nc(-n2nc(C)c(Sc3ccc(F)cc3)c2N)n1,11,-1%,-28%,8%,4,-33%,i,-2%,-22%,
Cc1ccccc1-n1c(SCC(=O)N2CCOCC2)nc(O)cc1=O,7,3%,-11%,3%,4,-7%,i,3%,9%,
Cc1cc(C(F)(F)F)nc(NCc2ccc(F)cc2)n1,21,8%,0%,-4%,1,-3%,i,-3%,-9%,
COC(=O)c1sc2nc(-c3ccccc3)nc(N3CCN(C)CC3)c2c1C,3,9%,x,2%,9,x,i,-10%,13%,
Cc1ccc(S(=O)(=O)NCCC(=O)NCc2ccccc2)cc1,16,-1%,-20%,-10%,0,-13%,i,-19%,8%,
Cc1nnc(SCCOC(N)=O)n1C,17,4%,-1%,-10%,1,-16%,i,5%,4%,
Cc1cc(C)c(C#N)c(SCC(=O)NC2CC2)n1,10,8%,8%,2%,0,5%,i,1%,3%,
COc1cc(OC)cc(-c2nnc(SCC(=O)N3CCOCC3)o2)c1,8,20%,-7%,x,2,-3%,i,-3%,14%,
CCSc1nnc(NC(=O)c2c(-c3ccccc3Cl)noc2C)s1,15,4%,5%,-9%,8,9%,i,-2%,x,
CS(=O)(=O)N(CC(=O)N1CCCC1)c1ccc(OCc2ccccc2)cc1,11,9%,-1%,2%,11,-10%,i,-6%,10%,
c1cncc(-c2nc(Oc3ccc(-c4nnco4)cc3)c3c4c(sc3n2)CCCC4)c1,12,7%,5%,-1%,0,4%,x,-6%,-12%,
O=C(NCCC1=CCCCC1)c1ccc(CN2CCOCC2)cc1,14,8%,2%,-9%,5,11%,i,-6%,-4%,
CCOC(=O)N1CCC(NC(=O)CNS(=O)(=O)c2ccc(Br)s2)CC1,11,10%,-10%,-5%,5,6%,i,3%,-1%,

# Reprinted from the part before: two compounds, followed by the next part.
SMILES,Spn PMK inh,TNAP inhibition,HPDE-C7 cytotoxicity,HT1080 cytotoxicity,MK inhibit,KRASV12 cytotoxicity,DPM-DC inhibit,Bfl-1 displacement,LYP inhibition,others
O=C(NCCC1=CCCCC1)c1ccc(CN2CCOCC2)cc1,14,8%,2%,-9%,5,11%,i,-6%,-4%,
CCOC(=O)N1CCC(NC(=O)CNS(=O)(=O)c2ccc(Br)s2)CC1,11,10%,-10%,-5%,5,6%,i,3%,-1%,
COc1ccc(-c2nnc(SCC(N)=O)n2N)cc1,0,7%,2%,-6%,1,-5%,i,-3%,x,
CCOc1ccc(Nc2nc(CC(=O)OC)cc(=O)[nH]2)cc1,0,3%,-5%,3%,0,-5%,i,-5%,5%,
COc1ccc(-c2nc3c(c(SCC(=O)N4CCOCC4)n2)COC(C)(C)C3)cc1,1,8%,-24%,x,3,53%*,i,10%,4%,Spn PMK inh pilot replicates=0.5;MK inhibit pilot replicates=0.0;DPM-DC inhibit pilot screen %=0.5
Cc1ccc(-c2ccc(=O)n(CCC(=O)NCCN3CCCCC3C)n2)cc1 (stereo unspecified),13,0%,5%,12%,7,7%,i,-5%,x,Spn PMK inh pilot replicates=0.0;MK inhibit pilot replicates=0.0;DPM-DC inhibit pilot screen %=0.0
CCOC(=O)c1cccc(NC(=O)CSc2nnc(C3CCCCC3)n2C)c1,0,17%,-1%,-1%,7,6%,i,2%,16%,Spn PMK inh pilot replicates=1.0;MK inhibit pilot replicates=0.0;DPM-DC inhibit pilot screen %=1.0
CC(=O)c1ccc(OCC(O)CN2CCC(C)CC2)cc1 (stereo unspecified),1,2%,-10%,2%,7,-4%,i,-10%,3%,
Cc1nc(NCCNC(=O)c2ccco2)c2c(C)c(C)sc2n1,4,16%,-14%,6%,5,-5%,i,-2%,0%,Spn PMK inh pilot replicates=0.0;MK inhibit pilot replicates=3.0;DPM-DC inhibit pilot screen %=2.5
CCOC(=O)c1[nH]c(C)c(C(=O)Nc2ccc(C)c(Cl)c2)c1C,7,9%,-20%,23%,3,-11%,i,6%,7%,Spn PMK inh pilot replicates=0.5;MK inhibit pilot replicates=0.0;DPM-DC inhibit pilot screen %=4.5
CCCc1cc(-c2[nH]ncc2-c2ccc(C(=O)OCC)o2)c(O)cc1O,4,-7%,4%,-2%,3,31%,i,1%,1%,
Cc1noc(C)c1C(=O)NCCC1=CCCCC1,6,-7%,-18%,2%,4,-26%,i,2%,4%,
CC1CN(c2c3c(nc4ncnn24)CCCC3)CC(C)O1 (stereo unspecified),7,10%,-12%,1%,1,-20%,i,-5%,-4%,Spn PMK inh pilot replicates=7.5;MK inhibit pilot replicates=6.0;DPM-DC inhibit pilot screen %=6.0
CC(=O)c1ccc(O)c(CO)c1,0,19%,8%,4%,5,-1%,i,4%,13%,
CC1CCCCC1N1CCN(C(=O)c2cccc(F)c2)CC1 (stereo unspecified),7,8%,-12%,-4%,0,-10%,i,-8%,x,
COc1ccc(-c2cc(C(=O)NCCN3CCOCC3)c3ccccc3n2)c(OC)c1,0,8%,-3%,x,5,-1%,i,-5%,0%,
COC(=O)COC(=O)CC(CC(N)=O)c1ccccc1 (stereo unspecified),8,4%,-2%,-3%,6,-2%,i,-3%,x,
Cn1c(NC(=O)c2ccco2)c(-c2ccccc2Cl)c(=O)c2ccccc21,7,14%,x,-8%,6,x,i,6%,-5%,
O=C1N/C(=N/c2ccccn2)SC1Cc1ccccc1 (stereo unspecified),0,10%,-22%,-4%,4,-25%,i,1%,-3%,
CN(C)CCN1C(=O)c2oc3ccccc3c(=O)c2C1c1ccc(F)cc1 (stereo unspecified),12,-1%,-8%,-13%,4,-12%,i,-4%,1%,
Cc1ccc(S(=O)(=O)c2nc(Nc3nccs3)sc2Cl)cc1,0,12%,-12%,-6%,5,8%,i,0%,-9%,
O=C(COC(=O)c1ccc2c(c1)OCCO2)NCc1ccccc1,14,5%,-3%,-1%,4,-8%,i,-1%,-6%,
COC(=O)CSc1nnc(CCc2nc3ccccc3[nH]2)n1C,13,5%,-8%,-3%,8,-4%,i,-4%,-3%,
CC(=O)N1CCC(N(CCCOC(C)C)C(=O)Nc2ccc(Cl)cc2)CC1,9,2%,-12%,3%,3,0%,i,-1%,x,
C=CCn1c(SCC(=O)N2CCOCC2)nc(O)c(Cc2ccccc2)c1=O,7,13%,-10%,16%,5,2%,i,4%,6%,
CC(=O)Nc1ccc(-c2cc(NC(C)=O)n(-c3ccccc3)n2)cc1,7,-3%,0%,-2%,7,8%,i,-1%,11%,
COCCCn1c(SCC(=O)NC2CCCC2)nnc1-c1ccco1,7,7%,-4%,-5%,11,3%,i,0%,-29%,
Cc1ccc(C)c(NC(=O)CC(NCCCN2CCOCC2)C(=O)O)c1 (stereo unspecified),19,6%,-10%,-6%,7,-8%,i,8%,0%,Spn PMK inh pilot replicates=3.0;MK inhibit pilot replicates=1.0;DPM-DC inhibit pilot screen %=1.0
O=C(c1cccc(-n2cnnn2)c1)N1CC=C(c2ccccc2)CC1,15,10%,-13%,1%,3,-5%,i,-13%,x,
COC(=O)c1ccccc1Nc1ccccc1,6,4%,-3%,-2%,0,-7%,i,-4%,12%,
Cc1ccc(C(=O)OCC(=O)Nc2ccccc2)cc1NC(=O)c1ccco1,11,12%,6%,1%,5,-4%,i,-1%,-1%,
CC1(C)CC(=O)C=C(Nc2ccc(OCC(F)(F)C(F)F)cc2)C1,0,10%,-16%,3%,13,-8%,i,3%,6%,Spn PMK inh pilot replicates=1.0;MK inhibit pilot replicates=1.0;DPM-DC inhibit pilot screen %=0.0
CCC1CCCCN1C(=O)COC(=O)c1cc2ccccc2cc1O (stereo unspecified),17,9%,11%,-16%,0,15%,i,-5%,4%,
Cc1onc(-c2ccccc2Cl)c1C(N)=O,9,8%,4%,-1%,5,8%,i,-4%,-11%,
Cc1cc(C)n(S(=O)(=O)Cc2ccccc2)n1,3,10%,-8%,-3%,10,-4%,i,-2%,3%,Spn PMK inh pilot replicates=5.5;MK inhibit pilot replicates=0.0;DPM-DC inhibit pilot screen %=3.0
COC(=O)C1=C(C)N=C2SCCC(=O)N2C1c1cc(Br)ccc1OC (stereo unspecified),14,1%,-6%,2%,7,1%,i,11%,-1%,
Cc1ccc(-c2noc(CCC(=O)Nc3ccccc3C)n2)cc1,15,11%,-23%,9%,9,-22%,i,5%,x,
COC(=O)c1cccc(COC(=O)c2ccccc2NC(=O)c2ccco2)c1,5,7%,4%,-3%,6,10%,i,-8%,11%,
CCOc1ccccc1NC(=O)c1cc(CC(C)C)oc1C,0,8%,-20%,-18%,3,-21%,i,-7%,x,
O=C(Cn1cnc2c(nnn2-c2ccccc2)c1=O)N1CCCc2ccccc21,11,8%,-11%,-6%,1,3%,i,-4%,3%,
Clc1ccc2nc3ccccn3c2c1,3,8%,-6%,-6%,5,1%,x,-2%,15%,
COCCCNC(=O)C1CCN(c2ncccn2)CC1,15,14%,-4%,-2%,0,-13%,i,-5%,7%,
COC(=O)Nc1c(C)n(C)n(-c2ccccc2)c1=O,4,-2%,1%,-1%,7,0%,i,-4%,-3%,
Cc1nnc(NC(=O)c2sc3ccccc3c2Cl)s1,16,10%,27%,20%,4,36%,i,-2%,12%,
CC(=O)N1CCN=C1SCc1ccc(Br)cc1,0,-1%,2%,4%,1,13%,i,5%,-7%,Spn PMK inh pilot replicates=0.0;MK inhibit pilot replicates=2.5;DPM-DC inhibit pilot screen %=0.0
OCC1(C2=NOC(O)(C(F)(F)F)C2)CCCCC1 (stereo unspecified),2,9%,-15%,2%,7,3%,i,-14%,9%,
